# TbMetRS inhib = Trypanosoma brucei MetRS inhibition; purified T. brucei MetRS, ATP depletion, Kinase-Glo luminescence; inhibition, % at 11.9 µM; 0.4% of 360,000 active; AID 624268;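 active = inhibition above a per-plate cutoff of the control wells' mean inhibition plus 3 SD, cut at about 5.5% in these data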;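 note: 0% = DMSO wells median and 100% = median of wells with control inhibitor compound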
#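 Measured by: Kinase-Glo luciferase luminescence reporting remaining unconsumed ATP. Material: purified T. brucei MetRS enzyme. Doses: 11.9 µM compound single dose, 0.9% DMSO. Medium: HEPES buffer containing pyrophosphatase, BSA, spermine, DTT. Times: 15 min preincubation, 2 h reaction, all 25 °C. Reagent: methionine, ATP and bulk E. coli tRNA.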
# NadD block = blocks S. aureus nicotinate mononucleotide adenylyltransferase; purified NadD enzyme, colorimetric absorbance read-out; inhibition, % at 20 µM; 0.78% of 360,000 active; in the data active = inhibition above about 26%; note: some compounds past the cut are filed as inactive
# MsrA inh = inhibits bovine methionine sulfoxide reductase A; 0.75% of 360,000 active; purified bovine MsrA, absorbance read-out; inhibition, % at 15.5 µM; in the data active = inhibition above about 4.5%;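 note: 0% = vehicle wells with enzyme and 100% = reference inhibitor wells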
# DNMT1 block = blocks human DNA methyltransferase DNMT1; P26358; DNMT1 molecular beacon, Hinp1I cleavage, fluorescence; inhibition (reported as % activation of signal), % at 10 µM; 0.83% of 360,000 active; in the data active = inhibition above about 50%
# STEP inh = blocks human striatal-enriched tyrosine phosphatase; inhibition, % at 20 µM; 0.25% of 360,000 active; recombinant STEP, OMFP fluorogenic substrate, fluorescence;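 active = inhibition at 20 µM, scaled per plate between control wells, above about 37%, limit read from the data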;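 note: 0% = DMSO with enzyme and substrate and 100% = substrate only without enzyme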
# Target sequence (P54829 whole entry, looked up): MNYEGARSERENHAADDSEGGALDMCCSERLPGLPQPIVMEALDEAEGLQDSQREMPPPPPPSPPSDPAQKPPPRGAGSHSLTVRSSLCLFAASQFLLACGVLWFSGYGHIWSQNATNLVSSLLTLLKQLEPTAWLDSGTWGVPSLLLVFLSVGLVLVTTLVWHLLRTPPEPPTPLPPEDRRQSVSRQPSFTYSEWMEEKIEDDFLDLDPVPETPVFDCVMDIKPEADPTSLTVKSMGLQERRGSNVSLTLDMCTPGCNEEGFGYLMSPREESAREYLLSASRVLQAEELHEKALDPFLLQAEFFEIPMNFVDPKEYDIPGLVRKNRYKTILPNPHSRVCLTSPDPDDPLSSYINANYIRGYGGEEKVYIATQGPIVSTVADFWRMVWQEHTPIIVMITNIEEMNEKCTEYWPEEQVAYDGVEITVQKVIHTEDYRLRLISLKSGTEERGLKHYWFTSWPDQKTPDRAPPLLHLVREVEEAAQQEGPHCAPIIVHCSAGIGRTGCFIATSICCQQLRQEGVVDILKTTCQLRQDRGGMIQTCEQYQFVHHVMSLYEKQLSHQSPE
#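 medium = Bis-Tris buffer pH 6.0, 2.5 mM DTT, 0.005% Tween 20 | test system = STEP (striatal-enriched tyrosine phosphatase) enzyme, cell-free | measure = normalized % inhibition | compound dosing = 20 µM, 1% DMSO | also added = 25 µM OMFP | schedule = reaction 20 min, ambient temperature | measured by = fluorescence read at 480 nm ex / 540 nm em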
# CSN inh = blocks human CSN-mediated cullin deneddylation; Purified CSN, SCF-Nedd8-OG deneddylation, fluorescence polarization; Q92905; 0.38% of 360,000 active; AID 651999; inhibition, % at 12.5 µM;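 active = pattern-corrected inhibition above about 35%, with an unprinted fluorescence ratio check between 0.5 and 1.5, limit read from the data, passing the limit was not always enough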;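 note: 0% = enzyme with substrate and 100% = substrate without enzyme; some results filed as inactive read as strong as hits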
#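 Schedule: reaction 90 min, room temperature / Assay system: HEK293T-derived human Csn5 enzyme / Input: Csn5 at 0.24 nM final / Measure: inhibition of Csn5 cleavage, % / Control set: substrate-only high control, full reaction low control / Technique: fluorescence polarization of the substrate / Buffer or medium: Tris/NaCl/DTT buffer, pH 7.5 / Reagent: SCFSkp2-Nedd8OG substrate at 10 nM final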
# SUMO1 PPI mod = SUMO1-SIM interaction modulation | P63165 | SUMO1 binding to a labelled peptide, TR-FRET, 1 h | inhibition, % at 20 µM | 0.33% of 360,000 active; in the data active = inhibition above about 37%
# Target sequence (P63165 whole entry, looked up): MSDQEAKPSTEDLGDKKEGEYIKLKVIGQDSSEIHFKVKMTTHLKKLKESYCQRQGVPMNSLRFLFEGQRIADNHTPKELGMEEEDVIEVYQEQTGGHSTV
# LMPTP block = blocks human LMPTP phosphatase; P24666; recombinant LMPTP-A, OMFP fluorogenic substrate, fluorescence intensity; inhibition, % at 20 µM; 0.22% of 360,000 active; AID 651560;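 active = compounds that cut the enzyme signal by at least half of the control window in the single-dose screen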;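 note: plate controls were DMSO wells with enzyme plus substrate for no effect and substrate without enzyme for full effect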
#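 Test system: LMPTP-A, protein tyrosine phosphatase of low molecular weight; Input: 0.625 nM enzyme; Incubation: 50 min dark incubation at room temperature; Signal: endpoint fluorescence intensity from OMFP dephosphorylation; Read-out basis: % inhibition versus control wells.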
# Rpn11 inh = blocks the human proteasome subunit Rpn11. AID 588493. 0.59% of 360,000 active. human 26S proteasome, Ub4-pepOG fluorescence polarization; 20S core pre-blocked with epoxomicin. calls only at 20 µM;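 active = inhibition at 20 µM, scaled to each plate's controls, above about 33%, limit read from the data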
# Target sequence (O00487 whole entry, looked up): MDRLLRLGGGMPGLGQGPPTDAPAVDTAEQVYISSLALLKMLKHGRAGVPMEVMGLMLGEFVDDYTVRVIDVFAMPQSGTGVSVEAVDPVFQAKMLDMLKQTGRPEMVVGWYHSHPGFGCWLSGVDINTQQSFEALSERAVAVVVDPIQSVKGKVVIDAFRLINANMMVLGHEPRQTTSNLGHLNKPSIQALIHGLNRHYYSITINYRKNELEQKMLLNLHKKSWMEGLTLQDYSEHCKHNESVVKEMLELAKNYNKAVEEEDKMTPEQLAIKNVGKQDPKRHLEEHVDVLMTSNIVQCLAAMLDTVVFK
# Scp-1 inhibitor = Scp-1 (human) phosphatase inhibition; Q9GZU7; Recombinant Scp1, phosphopeptide, malachite green phosphate absorbance; inhibition, % at 20 µM; 0.88% of 340,000 active; AID 493091;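 active = inhibition above about 50% at 20 µM, limit read from the data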;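 note: plate controls were DMSO wells with enzyme for no effect and wells lacking enzyme for full effect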
#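 Assay system: SCP-1 catalytic fragment, aa 76-261 | Buffer or medium: Tris acetate buffer pH 5.5 with MgCl2 and Tween-20 | Compound: One concentration, 20 µM, with 1.0% DMSO | Also added: Phospho 17-mer peptide substrate | Signal: Absorbance at 630 nm | Incubation: 45 min enzyme reaction at room temperature | Measure: % inhibition of SCP-1 phosphate liberation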
# * marks the source's active call; other numbers are inactive results; i = inactive; · = not tested or not shown. An unsorted share of the library (roughly 3.9% active in at least one column).
SMILES,TbMetRS inhib,NadD block,MsrA inh,DNMT1 block,STEP inh,CSN inh,SUMO1 PPI mod,LMPTP block,Rpn11 inh,Scp-1 inhibitor
Cc1sc2ncnc(OCC(=O)N3CCN(S(=O)(=O)c4ccccc4)CC3)c2c1C,-0.7,3,-0.5,-1,0,-3,-3,-0.6,i,10
CCOC(=O)c1cc(-c2ccccc2C)nn1Cc1cc(C)no1,-0.4,-9,-0.3,-8,2,0,0,0.2,i,-10
Cc1ccc(S(=O)(=O)c2nc(S(C)(=O)=O)sc2N2CC(C)OC(C)C2)cc1 (stereo not drawn),0.4,0,1.8,0,-1,-1,-3,-0.8,i,-7
CC(c1nnc(Sc2nnnn2-c2ccccc2)n1-c1ccc(F)cc1)N(C)C (stereo not drawn),-0.5,2,0.0,0,1,2,1,-0.3,i,-5
CN(C)S(=O)(=O)c1ccc(-c2csc(-c3cccnc3)n2)cc1,-0.1,-7,0.4,-10,-4,-1,-8,-1.5,i,-2
O=c1c2cc(Cl)ccc2[nH]c(=S)n1Cc1ccccn1,6.8*,5,0.9,-5,-2,-7,-1,-0.3,i,-4
O=C(CC1CS(=O)(=O)CC1CC(=O)Oc1ccccc1F)Oc1ccccc1F (stereo not drawn),-1.1,-4,0.3,6,1,-2,0,-0.7,i,-3
CC(O)c1nc2ccccc2n1C/C=C/c1ccccc1 (stereo not drawn),-0.4,-4,0.0,0,4,5,-3,0.6,i,-13
CCn1ncc(/C=C/C(=O)NCc2cn(C)nc2C)c1C,-0.4,-2,-0.3,0,1,-4,0,0.2,i,-3
CC(=O)C1=C(O)C(=O)N(CCc2c[nH]c3ccccc23)C1c1cccc(O)c1 (stereo not drawn),-0.5,1,1.8,1,3,1,-2,0.3,i,4
Cc1ccc(S(=O)(=O)N2CCOC2CNC(=O)C(=O)NCc2ccc3c(c2)OCO3)cc1 (stereo not drawn),-0.4,-5,1.0,1,-1,-1,2,1.2,i,-6
O=[N+]([O-])c1cccc(-c2ccc(CN3CCCCC3)o2)c1,0.5,-2,0.7,-2,-1,3,-18,0.5,i,-5
O=S(=O)(NCCc1csc(-c2cccnc2)n1)c1cc(F)ccc1F,0.8,3,-0.4,0,-2,-3,-5,1.1,i,-2
CCOCC(=O)N1CCC(Cc2ccccc2)CC1,-1.6,-1,-0.4,9,-1,-7,0,4.9,i,-1
CCCCC[C@H]1CN(Cc2ccccc2)C(=O)[C@@H]1CC(=O)NCc1ccc(OC)cc1,0.8,0,-0.8,-3,1,4,2,0.9,i,0
O=c1[nH]ncc2c3ccccc3n(Cc3cccc(Cl)c3)c12,0.7,-13,-0.2,2,-2,22,-1,1.3,·,-8
O=C1c2cccc3c(O)ccc(c23)C(=O)N1Cc1ccco1,-0.6,-7,-0.8,95*,-72,-73,-104,-3.0,i,12
O=C(O)c1cccc(Nc2ncnc3ccccc23)c1,-1.2,-3,1.7,3,0,-4,0,1.3,i,14
CCC(C(=O)Nc1cccnc1)c1ccccc1 (stereo not drawn),0.3,3,0.8,4,0,-2,4,0.1,i,-5
CN(CCC#N)C(=O)COC(=O)/C=C/c1cccs1,0.4,2,2.8,1,-1,4,-16,-0.7,i,-1
CCN(CC(=O)Nc1ccccc1Br)Cc1nc2ccccc2c(=O)[nH]1,-0.3,-1,0.4,0,-6,-2,1,-2.9,i,1
CCC(Oc1ccccc1)C(=O)Nc1nnc(S(=O)(=O)N2CCCCC2)s1 (stereo not drawn),-1.6,2,1.0,1,-5,-2,5,-1.0,i,-2
CCOc1ccc2c(c1)C(c1ccc(C)cc1)=NNC(c1ccc(OC)cc1)=N2,-0.6,7,-0.2,-6,0,0,-4,1.1,i,9
CCOC(=O)N1CCN(S(=O)(=O)c2ccc(OC)c(Cl)c2Cl)CC1,-1.2,-6,0.6,-1,-2,-2,-4,-1.7,i,-7
O=C(Nc1cccc2ccccc12)N1CCN(c2ccccc2)CC1,-1.6,-11,0.2,2,0,2,-2,-2.1,i,-5
CCOC(=O)c1ccc(/[N+]([O-])=C/c2ccccc2)cc1,-0.4,2,-0.1,-4,2,1,-28,-0.2,i,-5
O=C(Cn1cc(C(F)(F)F)ccc1=O)N1CCN(S(=O)(=O)c2ccccc2)CC1,0.0,3,1.5,-1,-1,7,-2,-1.6,i,34
O=C(Nc1ccc(Br)cc1)C1CC=CCC1C(=O)OCC1CCCO1 (stereo not drawn),-0.7,-5,-0.5,7,-2,1,3,-0.2,i,4
COc1ccc(C(=O)NC2CCCCC2)cc1S(=O)(=O)N1CCCC1,-1.5,1,-0.4,5,-2,-4,0,-0.3,i,-4
C=CCNc1nc(-c2ccccc2)nc(-n2ccnc2)n1,-0.4,0,1.1,1,4,-3,2,-0.9,i,3

# An excerpt from above in order of formula weight, ascending:
SMILES,TbMetRS inhib,NadD block,MsrA inh,DNMT1 block,STEP inh,CSN inh,SUMO1 PPI mod,LMPTP block,Rpn11 inh,Scp-1 inhibitor
COc1ccc(C(=O)NC2CCCCC2)cc1S(=O)(=O)N1CCCC1,-1.5,1,-0.4,5,-2,-4,0,-0.3,i,-4
O=C(Nc1ccc(Br)cc1)C1CC=CCC1C(=O)OCC1CCCO1 (stereo not drawn),-0.7,-5,-0.5,7,-2,1,3,-0.2,i,4
Cc1sc2ncnc(OCC(=O)N3CCN(S(=O)(=O)c4ccccc4)CC3)c2c1C,-0.7,3,-0.5,-1,0,-3,-3,-0.6,i,10

# Additional records follow:
SMILES,TbMetRS inhib,NadD block,MsrA inh,DNMT1 block,STEP inh,CSN inh,SUMO1 PPI mod,LMPTP block,Rpn11 inh,Scp-1 inhibitor
CCOC(=O)c1ccc(NC(=S)NC2CCCC2)cc1,-0.1,-5,-0.6,3,0,-14,1,-0.2,i,-3
Cc1ccc(C(=O)N2CCC(C)CC2)cc1S(=O)(=O)N1CCCCC1,-0.2,-6,-0.1,1,2,-5,7,-1.1,i,-5
CCN(CC)c1ccc(C=C2SC(=S)NC2=O)cc1,-0.1,8,-0.6,3,-166,-74,-121,3.9,·,-10
CCCOC(=O)C1C2C=CC(C2)C1C(=O)OCC(=O)c1ccccc1 (stereo not drawn),-1.2,-1,-0.9,2,0,-1,4,-0.5,i,1
CCOC(=O)C1CCCN(S(=O)(=O)c2c(C)[nH]c(C)c2C(=O)N2CCCC2)C1 (stereo not drawn),0.0,-4,-1.7,2,-4,-1,9,-1.5,i,-5
COc1ccc(N(C(=O)c2snc(C(N)=O)c2N)C(C(=O)NC2CCCC2)c2cccs2)c(OC)c1 (stereo not drawn),-0.3,13,0.2,-2,-2,4,-13,2.8,i,-5
COc1ccccc1NC(=O)COc1ccccc1,-1.1,-3,1.9,8,0,0,-4,-1.0,i,-3
O=C(CN1C(=O)NC2(CCCCC2)C1=O)N1CCc2ccccc2C1,-0.5,-8,-0.6,-1,0,0,-2,-1.5,i,-1
O=C1C=C(c2ccccc2)CC(/C=C/c2ccccc2)C1 (stereo not drawn),-0.5,1,0.3,-1,1,0,-10,1.8,i,-12
COc1ccc(-c2nc(C(N)=O)c3[nH]c(=O)n(-c4cccc(C)c4)c3n2)c(OC)c1,-0.3,5,2.3,1,-2,-3,1,0.7,i,-10
Cc1ccc(NC(=O)c2ncn(CCCNCC3CCCO3)n2)cc1C (stereo not drawn),0.1,-6,-0.1,0,-2,2,-1,-1.9,i,0
Cc1ccc(-c2nc3cccnc3s2)cc1NS(C)(=O)=O,-0.9,-5,1.3,0,-2,1,-18,-1.5,i,-5
CC(=O)NC(CCS(C)(=O)=O)C(=O)Nc1cccc(Cl)c1Cl (stereo not drawn),-0.5,-3,-0.4,-1,0,-2,-6,-0.6,i,2
Fc1ccccc1N1CCN(C2CCN(Cc3c[nH]c4ccccc34)CC2)CC1,0.4,-9,0.7,0,2,0,1,2.0,i,-10
C(=C\c1ccccc1)/CSc1ccccn1,-0.5,-5,0.3,5,-3,2,4,-0.2,i,-3
O=c1oc(-c2cccs2)nc2sc3c(c12)CCCCC3,-0.1,-8,0.1,2,-2,-2,-3,-1.5,i,-5
CCOc1ccc(C(=O)COC(=O)c2c(-c3ccccc3)noc2C)cc1,-0.5,-1,0.5,12,3,-4,2,3.2,i,-15
CN(CC(=O)NCc1ccncc1)S(=O)(=O)c1ccc(F)cc1,-0.5,1,-0.5,-1,-2,5,2,-1.5,i,0
CCOc1ccc2c(S(=O)(=O)O)cccc2c1[N+](=O)[O-],0.2,1,0.3,7,2,-2,-11,-0.2,i,11
O=C(C1=C(O)C(=O)N(CCN2CCOCC2)C1c1cccs1)c1cc2ccccc2o1 (stereo not drawn),0.0,10,1.4,-4,-1,0,-10,-0.2,i,-4
COCCNC(=O)C(c1ccncc1)N(C(=O)Cn1nnc2ccccc21)c1ccc(OC)cc1 (stereo not drawn),0.0,-3,-0.8,5,3,0,1,-1.1,i,-10
Cc1ccc(S(=O)(=O)c2ccsc2NC(=O)c2ccccc2)cc1,-0.2,-3,0.3,4,1,-4,-12,1.5,i,-18
Cc1nnc2ccc(-c3cccc(NC(=O)c4ccc(Br)o4)c3)nn12,0.0,-7,1.0,-2,0,-2,-22,-0.3,i,-5
COc1ccc(C(=O)c2ccc(OC)c(OC)c2)cc1,-0.6,2,1.7,6,0,0,-3,-1.0,i,-11
Cc1cccn2c(=O)c3cc(C#N)c(=O)n(CCCN4CCOCC4)c3nc12,-0.9,12,0.7,6,2,-4,-16,0.8,i,-11
COc1cc(=O)n(C)c2ccccc12,-1.5,-2,-0.2,0,2,-8,5,0.0,i,-1
CCOC(=O)C(Cc1ccc(NC(C)=O)cc1)N1C(=O)c2ccccc2C1=O (stereo not drawn),-0.1,-5,0.3,5,4,5,-4,0.4,i,-5
CCN(CC)S(=O)(=O)c1ccc(NS(=O)(=O)c2cccc(C)c2)cc1,-0.2,5,-0.1,-4,-5,-2,3,-0.9,i,-5
O=C(CN1CCN(C/C=C/c2ccccc2)CC1)Nc1ccc(F)cc1F,0.0,-6,1.5,-2,-1,-4,-1,-0.5,i,2
CCCCN(C(=O)CN1C(=O)C2CCCCC2C1=O)c1c(N)n(Cc2ccccc2)c(=O)[nH]c1=O (stereo not drawn),0.0,0,-0.5,0,-1,0,1,1.7,i,-4

# Source: PubChem BioAssay (several laboratories)
